Source: PubChem (several laboratories)
Dyrk1A ADPGlo: blocks rat Dyrk1A kinase activity | ADP-Glo luminescence, NFATc1 peptide | inhibition, % at 12.5 µM | 0.43% of 310,000 active; in the data active = inhibition above about 50%;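 also: plate controls were vehicle with enzyme for no effect and no enzyme for full effect; many of its hits are not listed in these tables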
KCNQ1 block: inhibitors of human KCNQ1 potassium channel; B-score at 10 µM; 1.3% of 310,000 active; CHO-K1 KCNQ1, FluxOR thallium flux fluorescence; stronger effect = higher value; P51787;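 active = compounds whose thallium flux B-score, printed positive for inhibition, exceeds three library SD while starting fluorescence stays within three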;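 also: channel opened by potassium depolarization with thallium stimulus after 20 min compound exposure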
Target sequence (P51787 whole entry, looked up): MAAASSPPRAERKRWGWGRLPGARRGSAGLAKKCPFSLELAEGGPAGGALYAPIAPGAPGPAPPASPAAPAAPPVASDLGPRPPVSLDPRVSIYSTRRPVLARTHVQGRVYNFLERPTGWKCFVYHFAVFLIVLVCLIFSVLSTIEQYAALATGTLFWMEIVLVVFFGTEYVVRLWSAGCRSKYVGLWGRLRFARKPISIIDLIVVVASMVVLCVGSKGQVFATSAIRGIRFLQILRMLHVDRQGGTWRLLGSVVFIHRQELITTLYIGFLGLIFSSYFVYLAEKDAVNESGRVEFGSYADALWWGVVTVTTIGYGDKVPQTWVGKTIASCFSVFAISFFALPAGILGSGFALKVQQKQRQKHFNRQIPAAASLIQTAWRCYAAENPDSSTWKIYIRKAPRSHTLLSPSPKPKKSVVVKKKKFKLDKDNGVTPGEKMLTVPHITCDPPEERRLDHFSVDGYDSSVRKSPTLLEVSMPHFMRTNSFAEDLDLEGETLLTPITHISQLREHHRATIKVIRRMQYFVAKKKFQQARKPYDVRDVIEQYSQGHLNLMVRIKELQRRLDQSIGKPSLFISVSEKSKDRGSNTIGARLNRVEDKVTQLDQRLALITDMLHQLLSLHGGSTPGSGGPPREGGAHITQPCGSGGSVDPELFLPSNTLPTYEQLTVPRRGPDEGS
KCNK9 inh: blocks the human KCNK9 two-pore domain potassium channel | 1.2% of 310,000 active | HEK293 KCNK9, FluxOR thallium flux fluorescence; stronger effect = lower value | AID 488922 | B-score at 10 µM;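 active = ratio B-score over 3 SD below the library mean, with starting fluorescence within 5 SD of its mean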;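 also: negative B-score means less thallium flux so channel inhibition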
Target sequence (Q9NPC2 whole entry, looked up, the tested form may be a part): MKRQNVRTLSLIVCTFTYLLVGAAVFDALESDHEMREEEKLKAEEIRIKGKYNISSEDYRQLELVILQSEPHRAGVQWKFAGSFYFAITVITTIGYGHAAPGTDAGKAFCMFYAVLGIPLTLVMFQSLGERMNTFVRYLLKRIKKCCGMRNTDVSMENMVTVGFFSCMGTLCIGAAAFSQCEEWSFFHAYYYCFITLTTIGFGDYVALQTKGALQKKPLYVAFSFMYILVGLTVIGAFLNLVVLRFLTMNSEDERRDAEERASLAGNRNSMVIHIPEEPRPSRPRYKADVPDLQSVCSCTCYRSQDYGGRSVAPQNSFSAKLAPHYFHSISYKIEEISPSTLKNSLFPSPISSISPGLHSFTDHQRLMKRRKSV
TMEM16A inh: blocks the mouse calcium-activated chloride channel TMEM16A; Q8BHY3; 1.2% of 310,000 active; HEK293 TMEM16A/YFP iodide influx fluorescence, ionomycin; normalized B-score (activity score, 25-100; higher = stronger inhibition) at 10 µM;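 active = ratio plate-corrected score three or more library SD toward inhibition, starting fluorescence score within five deviations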;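 also: score derived from kinetic fluorescence span divided by baseline fluorescence per well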
hERG rescue: hERG (human) protection from proarrhythmic block. Q12809. CHO-hERG, FluxOR thallium flux, dofetilide IC70 present. activation (rescue from dofetilide block), less the hit threshold, % at 10 µM. 0.51% of 310,000 active;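 active = activation above the mean of controls blocked by dofetilide plus 5 SD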;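 also: thallium influx through hERG after potassium depolarization seen as dye fluorescence rise; in these data hits start at about 4.7%; inactives centre near -7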
TMEM16A act: activates or potentiates the mouse TMEM16A chloride channel | HEK293 TMEM16A/YFP-H148Q/I152L, iodide quench fluorescence; stronger effect = lower value | 0.3% of 340,000 active | Q8BHY3 | B-score at 10 µM;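 active = fluorescence-ratio B-score plate-corrected deviation score at least 3 library SD below zero, with starting fluorescence score within 5 deviations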;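 also: channel opened by trigger with iodide after compound preincubation; score built on the fluorescence ratio of max minus min over baseline; more negative score means more quench and so TMEM16A activation or potentiation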
KCNK3 block: human KCNK3 channel inhibition, primary screen; O14649; CHO-KCNK3 thallium flux, FluxOR fluorescence; stronger effect = lower value; B-score at 10 µM; 0.84% of 340,000 active;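 active = B-score under library mean minus 4 SD, starting fluorescence ratio at most library mean plus 5 SD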;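 also: more negative B-score means stronger inhibition of thallium flux through KCNK3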
KCNQ1 act: human KCNQ1 channel potentiation or activation | CHO-K1 KCNQ1, thallium flux FluxOR fluorescence; stronger effect = higher value | AID 2648 | B-score at 10 µM | 0.35% of 310,000 active;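 active = fluorescence ratio B-score, a plate-corrected score, at least three library SD, with initial intensity B-score within 5 SD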
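assay system = KCNQ1-transfected CHO-K1 cells | medium = assay buffer with matched DMSO | probe or stimulus = depolarizing K+/Tl+ stimulus, K2SO4 and Tl2SO4 each 12.5 mM in 5x stock | dosing = single dose | incubation = dye 90 min, compound 20 min, room temperature | detection = kinetic FluxOR fluorescence, 10 s baseline plus 110 s post-stimulus | evaluation = ratio B score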
TRPC4 potent: allosterically enhances the mouse TRPC4 cation channel. HEK293 TRPC4beta/mu-opioid, DAMGO EC20, Fluo-4 Ca2+ flux; stronger effect = higher value. B-score at 10 µM. Q9QUQ5. AID 2227. 0.42% of 310,000 active;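 active = B-score of calcium response area above 5 SD of library B-scores, with initial fluorescence ratio within 5 SD of library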;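 also: B-score of integrated fluorescence ratio over time as area under calcium response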
TRPC4 agonist: opens the mouse TRPC4 cation channel | Q9QUQ5 | HEK293 TRPC4beta/mu-opioid, Fluo4 calcium fluorescence; stronger effect = higher value | B-score at 10 µM | 0.49% of 310,000 active;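 active = B-score above 5 SD of library B-scores, and initial fluorescence ratio not above library mean plus 5 SD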;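 also: positive B-score marks a calcium rise read as TRPC4 activation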
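Incubation: 45 min room-temperature Fluo4 loading, 110 s read / System: HEK293 cells stably co-expressing mouse TRPC4beta and mu-opioid receptor / Signal: Fluo4 fluorescence, kinetic / Control set: buffer (low) and maximal DAMGO (high) / Measure: integrated baseline-normalised fluorescence ratio, converted to per-well B score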
HDAC3 inhib: human HDAC3 inhibition; O15379; recombinant HDAC3, fluorogenic peptide/trypsin coupled, fluorescence; inhibition, % at 8.3 µM; 0.15% of 320,000 active; AID 2718; in the data active = inhibition above about 26%, passing the limit was not always enough
Numbers without * were called inactive. An excerpt. The share of hits here may be higher or lower than overall.

Results for O=C(Nc1ccc(S(=O)(=O)Nc2ncccn2)cc1)c1ccccc1NS(=O)(=O)c1ccc(Cl)cc1 ?
Dyrk1A ADPGlo: -6; KCNQ1 block: inactive; KCNK9 inh: inactive; TMEM16A inh: inactive; hERG rescue: -7; TMEM16A act: inactive; KCNK3 block: inactive; KCNQ1 act: inactive; TRPC4 potent: inactive; TRPC4 agonist: inactive; HDAC3 inhib: -1

Results for COCCCNc1nc(SCc2ccccc2)nc2sc3c(c12)CCC3 ?
Dyrk1A ADPGlo: 8; KCNQ1 block: inactive; KCNK9 inh: inactive; TMEM16A inh: inactive; hERG rescue: -18; TMEM16A act: inactive; KCNK3 block: inactive; KCNQ1 act: inactive; TRPC4 potent: inactive; TRPC4 agonist: inactive; HDAC3 inhib: -1

How did COc1ccccc1NC(=O)C(C)Sc1nc2ccccc2c(=O)n1CC1CCCO1 (configuration not stated) do in these assays?
Dyrk1A ADPGlo: 4; KCNQ1 block: inactive; KCNK9 inh: inactive; TMEM16A inh: inactive; hERG rescue: -20; TMEM16A act: inactive; KCNK3 block: inactive; KCNQ1 act: inactive; TRPC4 potent: inactive; TRPC4 agonist: inactive; HDAC3 inhib: -3

Results for Cc1ccc2nc(NCCc3ccc(Cl)cc3)c3nncn3c2c1 ?
Dyrk1A ADPGlo: 3; KCNQ1 block: inactive; KCNK9 inh: inactive; TMEM16A inh: inactive; hERG rescue: -4; TMEM16A act: inactive; KCNK3 block: inactive; KCNQ1 act: inactive; TRPC4 potent: inactive; TRPC4 agonist: inactive; HDAC3 inhib: 0

Results for Cc1ccccc1NC(=O)c1c(Cl)nc(C)c(Cl)c1C ?
Dyrk1A ADPGlo: -6; KCNQ1 block: inactive; KCNK9 inh: inactive; TMEM16A inh: inactive; hERG rescue: -5; TMEM16A act: inactive; KCNK3 block: inactive; KCNQ1 act: inactive; TRPC4 potent: inactive; TRPC4 agonist: inactive; HDAC3 inhib: -1

Results for O=C(NCCc1ccccc1)/C(=C\c1cccc([N+](=O)[O-])c1)NC(=O)c1ccco1 ?
Dyrk1A ADPGlo: -3; KCNQ1 block: inactive; KCNK9 inh: inactive; TMEM16A inh: inactive; hERG rescue: -14; TMEM16A act: inactive; KCNK3 block: inactive; KCNQ1 act: inactive; TRPC4 potent: inactive; TRPC4 agonist: inactive; HDAC3 inhib: 5

How did Cc1cccc2[nH]c(CCNC(=O)C3CCC(=O)N(CCc4cccc(F)c4)C3)nc12 (configuration not stated) do in these assays?
Dyrk1A ADPGlo: 1; KCNQ1 block: inactive; KCNK9 inh: inactive; TMEM16A inh: inactive; hERG rescue: -8; TMEM16A act: inactive; KCNK3 block: inactive; KCNQ1 act: inactive; TRPC4 potent: inactive; TRPC4 agonist: inactive; HDAC3 inhib: -1

How did c1ccc(SCc2nc3ccccc3[nH]2)nc1 do in these assays?
Dyrk1A ADPGlo: -2; KCNQ1 block: inactive; KCNK9 inh: inactive; TMEM16A inh: inactive; hERG rescue: -1; TMEM16A act: inactive; KCNK3 block: inactive; KCNQ1 act: inactive; TRPC4 potent: inactive; TRPC4 agonist: inactive; HDAC3 inhib: 2

Results for COCCNC(=O)COc1cc(=O)n(C)c2ccccc12 ?
Dyrk1A ADPGlo: 3; KCNQ1 block: inactive; KCNK9 inh: inactive; TMEM16A inh: inactive; hERG rescue: -5; TMEM16A act: inactive; KCNK3 block: inactive; KCNQ1 act: inactive; TRPC4 potent: inactive; TRPC4 agonist: inactive; HDAC3 inhib: 0

What do the screens show for `O=C(Nc1ccccc1)C1=C[C@H](C2CCCCC2)C[C@H](OCc2ccc(CO)cc2)O1`?
Dyrk1A ADPGlo: -1; KCNQ1 block: inactive; KCNK9 inh: inactive; TMEM16A inh: inactive; hERG rescue: -8; TMEM16A act: inactive; KCNK3 block: inactive; KCNQ1 act: inactive; TRPC4 potent: 19*; TRPC4 agonist: inactive; HDAC3 inhib: 10

What do the screens show for `CCCC(=O)NCCSC`?
Dyrk1A ADPGlo: 8; KCNQ1 block: inactive; KCNK9 inh: inactive; TMEM16A inh: inactive; hERG rescue: -6; TMEM16A act: inactive; KCNK3 block: inactive; KCNQ1 act: inactive; TRPC4 potent: inactive; TRPC4 agonist: inactive; HDAC3 inhib: 3

What do the screens show for `NS(=O)(=O)c1ccc(CCNC(=O)CCCn2c(SCC(=O)N3CCCC3)nc3ccsc3c2=O)cc1`?
Dyrk1A ADPGlo: -8; KCNQ1 block: inactive; KCNK9 inh: inactive; TMEM16A inh: inactive; hERG rescue: -14; TMEM16A act: inactive; KCNK3 block: inactive; KCNQ1 act: inactive; TRPC4 potent: inactive; TRPC4 agonist: inactive; HDAC3 inhib: 2

What do the screens show for `Cc1ccc(S(=O)(=O)N/N=C(\c2ccccc2)c2cccnc2)cc1`?
Dyrk1A ADPGlo: -1; KCNQ1 block: inactive; KCNK9 inh: inactive; TMEM16A inh: inactive; hERG rescue: -5; TMEM16A act: inactive; KCNK3 block: inactive; KCNQ1 act: inactive; TRPC4 potent: inactive; TRPC4 agonist: inactive; HDAC3 inhib: 1

Results for COc1cccc(CNC(=O)CCCNS(=O)(=O)c2cccs2)c1 ?
Dyrk1A ADPGlo: 6; KCNQ1 block: inactive; KCNK9 inh: inactive; TMEM16A inh: inactive; hERG rescue: -7; TMEM16A act: inactive; KCNK3 block: inactive; KCNQ1 act: inactive; TRPC4 potent: inactive; TRPC4 agonist: inactive; HDAC3 inhib: -5

What do the screens show for `O=C(NC(=S)N1CCCCC1)c1csc([N+](=O)[O-])c1`?
Dyrk1A ADPGlo: 1; KCNQ1 block: inactive; KCNK9 inh: inactive; TMEM16A inh: inactive; hERG rescue: -4; TMEM16A act: inactive; KCNK3 block: inactive; KCNQ1 act: inactive; TRPC4 potent: inactive; TRPC4 agonist: inactive; HDAC3 inhib: 6

What do the screens show for `COC(=O)Cc1c(C)c2ccc(OC(=O)c3ccco3)cc2oc1=O`?
Dyrk1A ADPGlo: 5; KCNQ1 block: inactive; KCNK9 inh: inactive; TMEM16A inh: inactive; hERG rescue: -1; TMEM16A act: inactive; KCNK3 block: inactive; KCNQ1 act: inactive; TRPC4 potent: inactive; TRPC4 agonist: inactive; HDAC3 inhib: -3

How did Cc1nccc(-c2ccc(-n3c(C)ccc3C)cc2)n1 do in these assays?
Dyrk1A ADPGlo: 1; KCNQ1 block: inactive; KCNK9 inh: inactive; TMEM16A inh: inactive; hERG rescue: -21; TMEM16A act: inactive; KCNK3 block: inactive; KCNQ1 act: inactive; TRPC4 potent: inactive; TRPC4 agonist: inactive; HDAC3 inhib: 1

Results for O=C(NCCC1=CCCCC1)c1ccc(Br)o1 ?
Dyrk1A ADPGlo: 8; KCNQ1 block: inactive; KCNK9 inh: inactive; TMEM16A inh: inactive; hERG rescue: -13; TMEM16A act: inactive; KCNK3 block: inactive; KCNQ1 act: inactive; TRPC4 potent: inactive; TRPC4 agonist: inactive

What do the screens show for `O=C(CCCOc1ccc(Cl)cc1Cl)Nc1ccncc1`?
Dyrk1A ADPGlo: 0; KCNQ1 block: inactive; KCNK9 inh: inactive; TMEM16A inh: inactive; hERG rescue: -15; TMEM16A act: inactive; KCNK3 block: inactive; KCNQ1 act: inactive; TRPC4 potent: inactive; TRPC4 agonist: inactive; HDAC3 inhib: 4

How did Cc1ccc(C(=O)Nc2sc3c(c2C#N)CCCCC3)cc1C do in these assays?
Dyrk1A ADPGlo: -5; KCNQ1 block: inactive; KCNK9 inh: inactive; TMEM16A inh: inactive; hERG rescue: -16; TMEM16A act: inactive; KCNK3 block: inactive; KCNQ1 act: inactive; TRPC4 potent: inactive; TRPC4 agonist: inactive; HDAC3 inhib: -4

How did Cc1cc(C)nc(N2CCCC(C(=O)NC3CCCC3)C2)n1 (configuration not stated) do in these assays?
Dyrk1A ADPGlo: -8; KCNQ1 block: inactive; KCNK9 inh: inactive; TMEM16A inh: inactive; hERG rescue: -8; TMEM16A act: inactive; KCNK3 block: inactive; KCNQ1 act: inactive; TRPC4 potent: inactive; TRPC4 agonist: inactive; HDAC3 inhib: 4

What do the screens show for `Cc1ccc2nc(C(Cl)(Cl)Cl)nc(N/N=C/c3ccncc3)c2c1`?
Dyrk1A ADPGlo: 1; KCNQ1 block: inactive; KCNK9 inh: inactive; TMEM16A inh: inactive; hERG rescue: -3; TMEM16A act: inactive; KCNK3 block: inactive; KCNQ1 act: inactive; TRPC4 potent: inactive; TRPC4 agonist: inactive; HDAC3 inhib: -7

How did COc1ccc(/C=C2\SC(N)=NC2=O)cc1Br do in these assays?
Dyrk1A ADPGlo: 39; KCNQ1 block: inactive; KCNK9 inh: inactive; TMEM16A inh: inactive; hERG rescue: -2; TMEM16A act: inactive; KCNK3 block: inactive; KCNQ1 act: inactive; TRPC4 potent: inactive; TRPC4 agonist: inactive; HDAC3 inhib: 5

Results for CCOC(=O)c1c(C)[nH]c(NC(=O)N2CCOCC2)c1C ?
Dyrk1A ADPGlo: 5; KCNQ1 block: inactive; KCNK9 inh: inactive; TMEM16A inh: inactive; hERG rescue: -2; TMEM16A act: inactive; KCNK3 block: inactive; KCNQ1 act: inactive; TRPC4 potent: inactive; TRPC4 agonist: inactive; HDAC3 inhib: 7

Results for COc1cccc(NC(=O)NCc2ccccc2Cl)c1 ?
Dyrk1A ADPGlo: -1; KCNQ1 block: inactive; KCNK9 inh: inactive; TMEM16A inh: inactive; hERG rescue: -10; TMEM16A act: inactive; KCNK3 block: inactive; KCNQ1 act: inactive; TRPC4 potent: inactive; TRPC4 agonist: inactive; HDAC3 inhib: -1

How did CCN1CCN(S(=O)(=O)c2ccc(Oc3ccccc3OC)cc2)CC1 do in these assays?
Dyrk1A ADPGlo: -3; KCNQ1 block: inactive; KCNK9 inh: inactive; TMEM16A inh: inactive; hERG rescue: -16; TMEM16A act: inactive; KCNK3 block: inactive; KCNQ1 act: inactive; TRPC4 potent: inactive; TRPC4 agonist: inactive; HDAC3 inhib: 2

What do the screens show for `CCNS(=O)(=O)c1ccc(NC(=O)Nc2cccc(OC)c2)cc1`?
Dyrk1A ADPGlo: 16; KCNQ1 block: inactive; KCNK9 inh: inactive; TMEM16A inh: inactive; hERG rescue: -16; TMEM16A act: inactive; KCNK3 block: inactive; KCNQ1 act: inactive; TRPC4 potent: inactive; TRPC4 agonist: 54*; HDAC3 inhib: 5
